Mdm2 MdmX PPI – inhibitors of human Mdm2-MdmX association, primary screen, cell-based, luminescence, split luciferase, SaOS-2, uHTS. Protein Mdm4 (Homo sapiens) + E3 ubiquitin-protein ligase Mdm2 (Homo sapiens), …. SaOS-2 split-luciferase Mdm2/MdmX complementation. inhibition, % at 8 µM. hit rate 3% among 330,000. AID 485346, 2010;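 active = inhibition of at least 50% at 8 µM in the primary screen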
CHOP UPR activ – activators of apoptotic CHOP UPR arm, primary screen, cell-based, CHO-CHOP luciferase reporter, luminescence, uHTS | activation, % at 10 µM | UPR activation; percent of tunicamycin response over DMSO baseline | AID 449763, 2010 | hit rate 0.34% among 330,000;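 active = at 10 µM dose, activation of 40% or more, normalized to positive control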;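 note: 100% = tunicamycin at 10 µg/mL and 0% = DMSO alone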
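Assay system: CHO-CHOP cells, stable luciferase reporter of PERK-eIF2a-CHOP signalling / Buffer or medium: F12 plus 10% serum / Compound dosing: one dose, 10 µM in 0.5% DMSO / Times: 6 h compound treatment, 37 °C / Technique: luciferase luminescence / Read-out: % reporter activation, DMSO baseline versus tunicamycin full activation / Benchmarks: tunicamycin and DMSO controls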
tim10-1 inh – growth inhibitors of tim10-1 mutant yeast, primary screen, luminescence, uHTS | S. cerevisiae tim10-1 ts strain growth, BacTiter-Glo, 24 h | hit rate 2.2% among 330,000 | AID 463190, 2010 | inhibition, % at 20 µM;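 active = inhibition of at least 40%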;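 note: mutant grown at 25 °C; 0% = DMSO wells with yeast and 100% = wells holding no yeast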
UPR XBP1 act – activators of adaptive XBP1 UPR arm, primary screen, cell-based, CHO-XBP1 luciferase reporter, luminescence, uHTS; IRE1-XBP1 UPR activation; percent of tunicamycin response, DMSO as zero; activation, % at 20 µM; hit rate 0.33% among 330,000;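 active = versus positive control, 20 µM dose yields 30% or more activation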;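 note: 100% = tunicamycin at 10 µg/mL and 0% = DMSO only wells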
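Material: CHO cell line with stable XBP1 luciferase reporter; buffer or medium: F12 medium containing 10% fetal bovine serum; compound: single point, 20 µM final compound, 1% DMSO; incubation: 6 h treatment, 37 °C; measured by: glow luminescence from Steady-Glo reagent; evaluation: activation, % of tunicamycin; control set: tunicamycin high, DMSO low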
TIM10 inh – growth inhibitors of isogenic TIM10 control yeast, primary screen, counter-screen for tim10-1 yeast inhibitor project, luminescence, uHTS; S. cerevisiae TIM10 strain growth, BacTiter-Glo luminescence, 24 h; inhibition, % at 10 µM; hit rate 1.4% among 330,000; AID 463195, 2010;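 active = inhibition of 40% or more at the single tested concentration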;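 note: wild-type TIM10 isogenic control strain grown at permissive 25 °C; 0% = DMSO yeast wells and 100% = minimal medium wells without yeast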
APJ agonist – agonists of human apelin receptor APJ, primary screen, CHO-K1 cells, PathHunter beta-arrestin, luminescence | activation, % at 20 µM | hit rate 0.11% among 330,000 | P35414 | 0% DMSO wells, 100% apelin;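 active = activation more than six SD over the plate average, tested at 20 µM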;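 note: 0% = DMSO alone and 100% = apelin-13 at 10 nM; some results filed as inactive read as strong as hits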
Target sequence (P35414 whole entry, looked up): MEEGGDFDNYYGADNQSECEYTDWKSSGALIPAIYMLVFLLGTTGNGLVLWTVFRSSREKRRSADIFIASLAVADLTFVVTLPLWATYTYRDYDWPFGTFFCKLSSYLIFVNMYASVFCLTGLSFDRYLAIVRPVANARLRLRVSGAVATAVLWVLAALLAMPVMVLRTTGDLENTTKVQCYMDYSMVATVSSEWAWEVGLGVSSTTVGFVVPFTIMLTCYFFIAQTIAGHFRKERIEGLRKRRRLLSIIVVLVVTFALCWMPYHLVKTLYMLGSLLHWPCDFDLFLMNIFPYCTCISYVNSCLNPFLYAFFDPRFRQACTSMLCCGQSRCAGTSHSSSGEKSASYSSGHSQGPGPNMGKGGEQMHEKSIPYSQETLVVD
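Incubation: overnight seeding, 90 min compound at 25 °C, 1 h detection; test system: PathHunter CHO-K1 APJ (AGTRL-1) beta-arrestin reporter cells; amount: 1000 cells/well; doses: one dose, 20 µM compound, 1% DMSO; measured by: beta-gal luminescence; measure: agonist-driven arrestin binding to APJ; benchmarks: negative DMSO alone, positive Apelin-13 at 10 nM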
tim23-1 inh – growth inhibitors of tim23-1 mutant yeast, primary screen, luminescence, uHTS. S. cerevisiae tim23-1 growth, BacTiter-Glo luminescence, 24 h. hit rate 1.3% among 330,000. inhibition, % at 20 µM;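 active = growth inhibition of the mutant yeast at or above 50%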;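 note: temperature-sensitive mutant grown at 25 °C; plate controls were DMSO-treated mutant yeast for no effect and medium wells lacking yeast for full effect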
GRIN3A LBD mod – binders of NR3A ligand-binding domain, primary screen, biophysical, differential scanning fluorimetry, uHTS. NR3A LBD differential scanning fluorimetry, Tm shift; 0% = protein alone, 100% = glycine-bound protein. Tm shift relative to glycine control, % at 25 µM. hit rate 2.5% among 340,000. AID 1259313, 2017;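 active = melting temperature shift of at least 10% of the positive control shift, at one fixed dose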
NLRP3 yeast inh – NALP3 inflammasome inhibitors in reconstituted yeast, primary screen, luminescence, uHTS; inhibition, % at 10 µM; Yeast reconstituted NLRP3/ASC/caspase-1, beta-gal luminescence, 24 h; AID 2825, 2010; hit rate 0.39% among 330,000;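 active = inhibition of 50% or more; inactive = inhibition below 50%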;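 note: plate controls were induced DMSO wells for no effect and uninduced yeast grown without galactose for full effect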
Numbers without * were called inactive; nt = not tested or not shown.

SMILES | Mdm2 MdmX PPI | CHOP UPR activ | tim10-1 inh | UPR XBP1 act | TIM10 inh | APJ agonist | tim23-1 inh | GRIN3A LBD mod | NLRP3 yeast inh
Cc1ccc(-c2nnn(CC(=O)N(c3ccccc3)C(C(=O)NCC3CCCO3)c3ccc(Cl)cc3)n2)cc1 (stereo not drawn) | 13 | 1.6 | 26 | 0 | -1 | 0 | -23 | -1 | 19
Cc1ccc(S(=O)(=O)N2CCN(c3c([N+](=O)[O-])cc(C(F)(F)F)cc3[N+](=O)[O-])CC2)cc1 | 6 | 1.2 | 18 | 0 | 2 | 1 | 36 | 0 | 17
CN(CCC#N)C(=O)CC(Cc1ccccc1)C1CCOC(C)(C)C1 (stereo not drawn) | 11 | -0.8 | -1 | -1 | 1 | -4 | 13 | 0 | 5
COc1cccc(CNC(=O)CCn2c(=O)c3cccn3c3cccnc32)c1 | -8 | 1.9 | 5 | -3 | 5 | 9 | 5 | -1 | 3
Cc1cccc(OCCCC(=O)N2CCCc3ccccc32)c1C | 16 | 1.4 | 29 | -4 | -2 | -1 | 12 | 2 | 2
CCN(CC)C(=O)Cn1c(=O)n(CCC(=O)Nc2ccc(F)cc2)c(=O)c2sccc21 | 12 | 1.5 | 9 | -8 | -4 | -5 | -5 | 1 | 12
Cc1noc(/C=C/N(C)C)c1S(=O)(=O)N(C)CC(=O)N1CCc2ccccc21 | 13 | -1.5 | 24 | 0 | 4 | 2 | 2 | -1 | 3
CC1=CN(S(=O)(=O)c2ccc(C)cc2)C[C@@H]2c3ccccc3N(S(=O)(=O)c3ccc(C)cc3)[C@H]12 | 7 | 2.8 | 19 | 0 | 2 | nt | 34 | 17* | nt
O=C(N/N=C/c1ccc(Br)s1)c1cccc([N+](=O)[O-])c1 | 29 | 2.3 | 14 | 0 | -31 | 1 | -15 | 0 | 10
Cc1nc(N2CCN(c3ccccn3)CC2)c2c(C)c(C(=O)Nc3ccc(F)cc3F)sc2n1 | 5 | -0.2 | -4 | -1 | -9 | -1 | 6 | -5 | 13
CCCn1c(N)c(NCCN2CCOCC2)c(=O)n(CC(=O)NCc2ccccc2)c1=O | 7 | 6.8 | -4 | 5 | 0 | -2 | -8 | 1 | 18
Nc1ccn(CC(=O)N2CCN(c3ccccn3)CC2)c(=O)n1 | -28 | 1.3 | 4 | -2 | -9 | 0 | 4 | 1 | 6
CCOC(=O)c1ccc(NC(=O)CSc2nnc(CCc3ccc(C)o3)n2-c2ccccc2)cc1 | 40 | -0.4 | 16 | -1 | 9 | -1 | 23 | -3 | 5
COc1ccc(CC(=O)NCc2cccs2)cc1 | 21 | 0.8 | 11 | 0 | -15 | -2 | -14 | -1 | 23
O=C1C=C(Nc2ccccc2O)c2ccccc2C1=O | 34 | 38 | 15 | 4 | 20 | 3 | 15 | -1 | 8

Some of the entries above in another layout.
SMILES	Mdm2 MdmX PPI	CHOP UPR activ	tim10-1 inh	UPR XBP1 act	TIM10 inh	APJ agonist	tim23-1 inh	GRIN3A LBD mod	NLRP3 yeast inh
Cc1ccc(-c2nnn(CC(=O)N(c3ccccc3)C(C(=O)NCC3CCCO3)c3ccc(Cl)cc3)n2)cc1 (stereo not drawn)	13	1.6	26	0	-1	0	-23	-1	19
Cc1ccc(S(=O)(=O)N2CCN(c3c([N+](=O)[O-])cc(C(F)(F)F)cc3[N+](=O)[O-])CC2)cc1	6	1.2	18	0	2	1	36	0	17
CN(CCC#N)C(=O)CC(Cc1ccccc1)C1CCOC(C)(C)C1 (stereo not drawn)	11	-0.8	-1	-1	1	-4	13	0	5
COc1cccc(CNC(=O)CCn2c(=O)c3cccn3c3cccnc32)c1	-8	1.9	5	-3	5	9	5	-1	3
Cc1cccc(OCCCC(=O)N2CCCc3ccccc32)c1C	16	1.4	29	-4	-2	-1	12	2	2

GRIN3A LBD mod, entries above that show a hit
Structure | Mdm2 MdmX PPI | UPR XBP1 act | GRIN3A LBD mod | NLRP3 yeast inh
CC1=CN(S(=O)(=O)c2ccc(C)cc2)C[C@@H]2c3ccccc3N(S(=O)(=O)c3ccc(C)cc3)[C@H]12 | 7 | 0 | 17* | nt

Remaining list, next part.
SMILES | Mdm2 MdmX PPI | CHOP UPR activ | tim10-1 inh | UPR XBP1 act | TIM10 inh | APJ agonist | tim23-1 inh | GRIN3A LBD mod | NLRP3 yeast inh
CCNc1ccc(C(=O)OCC(=O)N(Cc2ccccc2)C(C)(C)C)cc1[N+](=O)[O-] | 5 | -1.3 | 11 | -1 | 17 | -1 | 0 | -1 | 13
Clc1nc(-c2ccccc2)c2ccccc2n1 | 10 | 2.2 | -11 | 0 | 0 | 0 | -4 | 1 | 19
O=C(COC(=O)Cc1cccc(C(F)(F)F)c1)Nc1ccc2c(c1)OCCO2 | 16 | 1.4 | 15 | 3 | 7 | -3 | 11 | -5 | 15
Brc1ccc(-c2ccc(CNCc3ccccn3)o2)cc1 | -17 | 5.0 | 5 | 5 | 69* | -3 | 11 | -3 | 19
O=C(NCc1ccc(Cl)cc1)[C@@H]1CCCN1S(=O)(=O)c1ccc(Cl)cc1 | 24 | -1.1 | 26 | -2 | 35 | -2 | 50 | -1 | 17
NNC(=O)CC(=O)NC1(Cc2ccc(O)cc2)CCCCC1 | 15 | -0.3 | -1 | 1 | -7 | 2 | 16 | 1 | 3
C[C@H](CO)N1C[C@H](C)[C@@H](CN(C)C(=O)NC2CCCCC2)Oc2c(NC(=O)CCC(F)(F)F)cccc2C1=O | -7 | 1.2 | -7 | -1 | 3 | -2 | -2 | 0 | 4
CCOC(=O)C1=C(N)OC2=C(C(=O)CC(C)(C)C2)C1c1cccnc1 (stereo not drawn) | 6 | 0.5 | 15 | -2 | 1 | -2 | -4 | 0 | -2
Cc1ccccc1OCC(=O)OCC(=O)c1cc(C)n(C2CC2)c1C | 9 | -0.2 | 0 | -1 | -10 | -10 | 5 | 2 | 15
Cc1nn(-c2ccc(N3CCCCC3)nn2)c(C)c1CCC(=O)Nc1ccc(F)cc1 | -12 | 1.1 | 11 | -2 | 10 | 7 | 23 | 4 | -4
Brc1ccc(-c2ccc(C3Nc4cccc5cccc(c45)N3)o2)cc1 | 45 | 6.0 | 28 | 37* | 1 | 6 | 29 | nt | 28
Cc1ccc(S(=O)(=O)N2CCCC(C(=O)NCCc3ccccc3)C2)cc1 (stereo not drawn) | 17 | -1.3 | 20 | 0 | -14 | -1 | 10 | -1 | 19
O=C(NCc1ccco1)C1CCN(C(=O)Cc2ccccc2)CC1 | -4 | -3.7 | 2 | 6 | -7 | -1 | -9 | 0 | 3
CCN1C(=O)c2cccc3c(NC(=O)c4ccccc4)ccc1c23 | 36 | 0.0 | -28 | 8 | -32 | 1 | -20 | -1 | 16
CN(C)c1cc(C(F)(F)F)nc(-c2ccccn2)n1 | 4 | -1.5 | 3 | 1 | 7 | -3 | -4 | -2 | -11
NC(=O)Nc1ccc(C(=O)OCC(=O)NCc2ccc3c(c2)OCO3)cc1 | 6 | 1.3 | -6 | 0 | 6 | -4 | -5 | -3 | 9
Cc1cc(N)n(-c2ccc(S(=O)(=O)N3CCOCC3)cc2[N+](=O)[O-])n1 | -44 | -0.7 | 20 | 0 | -15 | -2 | 13 | 1 | -1
O=C(COC(=O)C1CCCCC1C(=O)N1CCc2ccccc21)NCc1ccco1 (stereo not drawn) | 3 | -0.4 | 31 | 0 | 2 | 5 | 21 | 2 | 10
O=C(COc1ncnc2ccccc12)Nc1cc([N+](=O)[O-])ccc1F | 12 | -0.9 | -6 | 0 | -15 | -1 | 4 | -2 | 9
COc1ccc(/C=C/C(=O)c2cc3cccc(OC)c3oc2=O)cc1 | 10 | 1.3 | 43* | 0 | 10 | 1 | 23 | -1 | -7
COc1cccc(-c2sc3ccc(OC)cc3c2C#CC2(O)CCCCC2)c1 | 21 | 0.2 | 15 | -2 | 13 | 0 | 17 | -10 | 15
O=C(N/N=C/c1ccc2c(c1)OCO2)C1CC1 | 21 | 3.2 | 7 | -2 | -2 | -3 | -5 | -5 | -6
O=C(COc1ccc2ccccc2c1)Nc1ccccc1C(=O)O | 2 | 3.4 | 1 | -2 | -13 | -2 | -9 | 0 | 7
CC(=O)Cc1nsc(NC(=O)c2cccs2)n1 | 3 | 2.2 | 28 | 1 | 30 | 7 | 46 | 2 | 17
CN(C)S(=O)(=O)c1ccc(NC(=O)CSc2nc3ccccc3n2-c2ccccc2)cc1 | 2 | 2.5 | 25 | -1 | 28 | -1 | 20 | -4 | 12
Cc1ccc(NC(=O)CSc2sc3c(O)cc(=O)[nH]c3c2C#N)c(F)c1 | 1 | 0.7 | 8 | 0 | -19 | 1 | 10 | -2 | 29
O=C(O)CC(NC(=O)C(c1ccccc1)c1ccccc1)c1ccc(F)cc1 (stereo not drawn) | 9 | -0.8 | 6 | 1 | -17 | 0 | 8 | 0 | 11
CC1(C)CC(=O)C2=C(C1)OC1OC(=O)CC21C (stereo not drawn) | 23 | -2.3 | 4 | 3 | 9 | -1 | -5 | 0 | 0
Cc1cc(=O)[nH]c(SCC(=O)NC(c2ccccc2)c2ccccc2)n1 | 0 | -0.1 | 19 | -3 | -10 | 0 | -1 | -2 | 2
Cc1nn(CC(=O)N2CCOCC2)c(=O)c2ccccc12 | 1 | 1.2 | 1 | 1 | -4 | 1 | 6 | -1 | 6
O=c1[nH]c2ccccc2nc1/C=C/c1ccccc1 | -61 | 4.3 | 12 | 1 | 19 | -3 | 19 | 1 | 27
Cc1noc(C)c1CSCC(=O)Nc1cc(C(F)(F)F)ccc1N1CCOCC1 | 2 | -1.5 | 22 | -1 | 8 | -3 | 11 | 2 | 1

Complete entries from above.
O=C(O)CC(NC(=O)C(c1ccccc1)c1ccccc1)c1ccc(F)cc1 (stereo not drawn) is listed with Mdm2 MdmX PPI = 9; CHOP UPR activ = -0.8; tim10-1 inh = 6; UPR XBP1 act = 1; TIM10 inh = -17; APJ agonist = 0; tim23-1 inh = 8; GRIN3A LBD mod = 0; NLRP3 yeast inh = 11
CN(C)S(=O)(=O)c1ccc(NC(=O)CSc2nc3ccccc3n2-c2ccccc2)cc1 is listed with Mdm2 MdmX PPI = 2; CHOP UPR activ = 2.5; tim10-1 inh = 25; UPR XBP1 act = -1; TIM10 inh = 28; APJ agonist = -1; tim23-1 inh = 20; GRIN3A LBD mod = -4; NLRP3 yeast inh = 12
